Screens deposited in PubChem BioAssay by The Scripps Research Institute Molecular Screening Center.
GPR151 ag – activators of human GPR151; Q8TDV0; PathHunter beta-arrestin GPR151 cells, luminescence; activation, % at 11.2 µM; hit rate 1% among 650,000; in the data active = activation above about 4.9%;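 note: 0% = median of compound wells and 100% = cells with positive control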
Target sequence (Q8TDV0 whole entry, looked up): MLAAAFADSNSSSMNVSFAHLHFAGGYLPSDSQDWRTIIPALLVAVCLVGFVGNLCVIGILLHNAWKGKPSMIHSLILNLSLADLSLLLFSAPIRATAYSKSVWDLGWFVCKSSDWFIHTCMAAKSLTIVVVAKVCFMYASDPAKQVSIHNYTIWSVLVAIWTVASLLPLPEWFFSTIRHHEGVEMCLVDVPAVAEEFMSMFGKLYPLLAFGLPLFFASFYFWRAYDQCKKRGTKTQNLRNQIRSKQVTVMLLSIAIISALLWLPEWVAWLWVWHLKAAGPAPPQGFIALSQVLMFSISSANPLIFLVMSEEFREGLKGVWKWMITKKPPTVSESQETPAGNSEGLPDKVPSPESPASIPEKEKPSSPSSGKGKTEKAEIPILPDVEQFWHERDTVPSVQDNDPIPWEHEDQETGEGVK
TEAD-YAP block – TEAD-YAP interaction inhibition; inhibition, % at 9.12 µM; HEK-TIYL cells, TEAD-Gal4/YAP UAS-luciferase luminescence; hit rate 1.4% among 640,000; in the data active = inhibition above about 32%;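 note: 0% = median of test compound wells and 100% = reference inhibitor wells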
FBW7 activator – human FBW7 E3 ligase activation, primary screen. Q969H0. AlphaScreen FBW7–phospho-cyclin E peptide binding, activator screen. normalized activity (activation), % at 26.1 µM. hit rate 0.13% among 650,000. AID 1259310; in the data active = normalized activity above about 1.9%;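 note: purified mutant Fbw7 with reduced substrate affinity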
MITF primary – human MITF inhibition, primary screen; inhibition, % at 2.6 µM; AID 1259374; hit rate 0.91% among 650,000; O75030; AlphaScreen MITF homodimerization, bead proximity signal; in the data active = inhibition above about 50%;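 note: 0% = vehicle wells with protein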
Target sequence (O75030 whole entry, looked up): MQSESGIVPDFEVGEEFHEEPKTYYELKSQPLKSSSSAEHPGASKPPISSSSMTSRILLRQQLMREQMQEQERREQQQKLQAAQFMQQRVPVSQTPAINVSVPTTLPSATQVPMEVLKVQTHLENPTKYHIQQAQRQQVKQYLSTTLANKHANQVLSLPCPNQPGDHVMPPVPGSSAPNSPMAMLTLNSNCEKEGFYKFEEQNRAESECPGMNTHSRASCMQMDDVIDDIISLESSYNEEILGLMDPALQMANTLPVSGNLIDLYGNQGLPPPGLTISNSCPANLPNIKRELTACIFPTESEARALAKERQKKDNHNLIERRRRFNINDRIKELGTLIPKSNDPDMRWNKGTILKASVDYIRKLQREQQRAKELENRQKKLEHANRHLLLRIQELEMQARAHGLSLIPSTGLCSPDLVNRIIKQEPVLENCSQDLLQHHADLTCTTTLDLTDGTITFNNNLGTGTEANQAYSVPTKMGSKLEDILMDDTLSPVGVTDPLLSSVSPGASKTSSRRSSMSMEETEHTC
An asterisk follows results filed as active; nt = not tested or not shown.

SMILES	GPR151 ag	TEAD-YAP block	FBW7 activator	MITF primary
COC(=O)CCC(=O)NS(=O)(=O)c1ccc(N=NN(C)C)cc1	0.5	3	-0.1	-5
Cc1c(Cc2ccccc2)sc(N)c1C(N)=O	-0.2	5	-0.1	11
Cc1ccc(OCC(=O)N/N=C/c2ccc([N+](=O)[O-])o2)c([N+](=O)[O-])c1	1.6	13	-0.1	-3
COc1ccccc1CNC(=O)C1CCCc2sc(NC(=O)c3ccccc3)nc21 (configuration not stated)	-1.2	-1	0.0	0
COc1ccc(-c2c[n+](=O)c3c(n2[O-])CCC3)c(OC)c1	-1.7	-1	0.1	22
CCOC(=O)c1c(NC(=O)C(C)Sc2nnc(CNC(=O)c3ccc(OC)cc3)n2Cc2ccccc2)sc2c1CCC2 (configuration not stated)	1.3	-3	0.0	-9
Cc1ccc(Nc2nc(CSc3nnc4ccccn34)cs2)cc1	1.0	-39	-0.1	-18
Cc1ccccc1NC(=O)c1cnn(-c2ccccc2)c1NC(=O)c1ccccc1F	-2.1	-3	0.1	-19
CC1=C(C(=O)Nc2ccccn2)C(c2ccc3c(c2)OCO3)C2=C(CCCC2=O)N1 (configuration not stated)	-0.1	-10	0.1	-7
Cc1c(Cl)cccc1NC(=O)Cn1cccc1	-0.8	-2	-0.3	-3

Overlap with the part before: four compounds; new compounds follow.
SMILES	GPR151 ag	TEAD-YAP block	FBW7 activator	MITF primary
Cc1ccc(Nc2nc(CSc3nnc4ccccn34)cs2)cc1	1.0	-39	-0.1	-18
Cc1ccccc1NC(=O)c1cnn(-c2ccccc2)c1NC(=O)c1ccccc1F	-2.1	-3	0.1	-19
CC1=C(C(=O)Nc2ccccn2)C(c2ccc3c(c2)OCO3)C2=C(CCCC2=O)N1 (configuration not stated)	-0.1	-10	0.1	-7
Cc1c(Cl)cccc1NC(=O)Cn1cccc1	-0.8	-2	-0.3	-3
CNC(=O)CC1Nc2cc(C)c(C)cc2NC1=O (configuration not stated)	-0.4	-17	-0.2	1
CCn1c(=O)n(Cc2cccs2)c2ncccc21	0.0	-12	0.0	6
Cc1cc(N2CCOCC2)nc2cc(O)ccc12	-0.6	-49	0.0	2
COc1ccc2c(c1)CC(C(=O)Nc1ccc(-c3cn[nH]c3C)cc1C(=O)O)CO2 (configuration not stated)	2.8	-3	-0.3	26
COC(=O)c1ccc(CN(Cc2ccc(OC)c(OC)c2)S(=O)(=O)c2cc(C(=O)Nc3cccc(C(F)(F)F)c3)ccc2F)cc1	1.9	0	0.3	8
CCCCC/C=C\C=C1\C(=O)CC[C@@H]1C/C=C\CCCC(=O)O	0.9	nt	nt	-12
CC(/C=C/c1ccco1)=N/Nc1nnc2c(n1)[nH]c1c(C)cccc12	0.8	8	-0.2	13
CNC(=O)c1ccc(-c2ccc(N3CCOCC3)cc2)nc1NCC1CC1	0.0	2	0.0	7
CC(C)CCNCC(O)CON=C1c2ccccc2-c2ccccc21 (configuration not stated)	-0.7	-13	0.0	-5
CCOC(=O)c1c(NC(=O)c2cc3nc(-c4ccc(Cl)cc4)cc(C(F)(F)F)n3n2)sc2c1CCCC2	0.4	7	0.0	-6
CC(=O)NC(Nc1nnc(-c2ccccc2)s1)C(Cl)(Cl)Cl (configuration not stated)	3.3	22	0.1	-6
Cc1ccc(CNS(=O)(=O)c2ccc(F)c(C(=O)Nc3ccccc3Br)c2)cc1	0.6	-9	0.1	-3
CN(C)c1ccc(NC(=O)CSc2nc(N)c(C(=O)Nc3nccs3)s2)cc1	-3.4	-38	0.0	-5
Cc1ccc(C)c(S(=O)(=O)N(CCC#N)CCC#N)c1	0.4	8	0.2	-4
O=C(CCCN1C(=O)c2cccnc2C1=O)N1CC(=O)N(CCc2ccccc2)C(=O)C1	-0.5	5	0.1	-6
COc1ccc(-n2nc3c(c2NC(=O)c2ccc(Cl)cc2Cl)CS(=O)(=O)C3)cc1	-0.4	-2	0.0	3
CCOc1ccccc1CN(CCc1ccc2c(c1)OCO2)Cc1cc(OC)c(OC)cc1OC	-0.7	1	-0.2	14
C=CCn1c(-c2ccc(N)cc2)nc2ccccc21	-1.5	-37	-0.1	-10
CC(C)ONC(=O)c1cnc2sccn2c1=O	0.6	-5	0.5	7
CC(=O)CSc1nc(C2CC2)cc(C(F)(F)F)c1C#N	-0.5	14	2.7*	11
COCCNC(=O)c1nn2c(C(F)(F)F)cc(-c3ccc(OC)cc3)nc2c1Cl	0.5	-12	-0.2	-6
CC(C)n1cnc2c(NCCO)nc(Nc3ccc4ncccc4c3)nc21	0.0	-2	0.1	-4
CC(=O)Nc1n[nH]c(-c2ccc(C)cc2)n1	-1.4	-23	-0.2	16
CC1(C)CC(=O)C2=C(C1)NC(=O)CC2c1cccc2ccccc12 (configuration not stated)	-1.0	-2	-0.2	4
O=C(NCCOc1ccccc1F)c1ccc2ccccc2n1	-3.3	58*	0.3	-5
CC(C)c1ccc(-c2csc(NC(=O)c3ccnn3C)n2)cc1	2.5	57*	0.0	-22
O=C(C(=O)N1CCN(c2ccccc2)CC1)c1c[nH]c2ccccc12	-0.2	-8	0.5	12
COc1ccc(-n2c(=O)c3ccccc3c3cc(C#N)c(=O)oc32)cc1	1.1	-4	0.0	-8
COc1cc(OC)c(S(=O)(=O)N2CCCCC2)cc1NC(C)=O	-0.6	7	-0.1	8
CC1(C(=O)NCc2ccc(Cl)c(Cl)c2)Oc2cccnc2NC1=O (configuration not stated)	-0.4	6	0.4	15
C=C1N(Nc2ccccc2)C(=O)OC1(C)C	-0.3	9	-0.4	3
O=C(Nc1ccccc1C(=O)Nc1ccc(Cl)cc1)c1ccccc1	0.2	0	0.1	-1
Cc1ccc(C)c(OCc2nc(SCC(=O)NC(N)=O)n[nH]2)c1	-0.3	-2	0.3	17
O=C(Nc1ccc2[nH]ncc2c1)[C@H](O)COc1ccc(F)cc1Br	-1.9	-13	0.1	-16
Cc1nn(-c2ccccc2)c(Cl)c1C(=O)Nc1nnc(-c2ccc3c(c2)OCO3)s1	-0.6	-18	0.1	16
O=C(CSc1ccccn1)N/N=C/C1CC=CCC1 (configuration not stated)	1.4	-12	-0.1	-3
COc1ccc(NC(=S)NCCO)c(OC)c1	-0.4	-3	0.2	16
COc1ccccc1NC(=O)c1cc(S(=O)(=O)NCCc2ccccc2)ccc1F	-0.1	-7	-0.2	-9
CCCc1cc(C(=O)NCc2ccccc2)no1	-1.1	-39	-0.1	-3
COC1CCN(Cc2c(C(=O)N3CCCCCC3)nc3cc(C)ccn23)CC1	-1.3	5	-0.1	-13

Part of the list above, with two lines to a compound.
Each structure is followed by: GPR151 ag	TEAD-YAP block	FBW7 activator	MITF primary
- C=C1N(Nc2ccccc2)C(=O)OC1(C)C
    -0.3	9	-0.4	3
- O=C(Nc1ccccc1C(=O)Nc1ccc(Cl)cc1)c1ccccc1
    0.2	0	0.1	-1
- Cc1ccc(C)c(OCc2nc(SCC(=O)NC(N)=O)n[nH]2)c1
    -0.3	-2	0.3	17
- O=C(Nc1ccc2[nH]ncc2c1)[C@H](O)COc1ccc(F)cc1Br
    -1.9	-13	0.1	-16
- Cc1nn(-c2ccccc2)c(Cl)c1C(=O)Nc1nnc(-c2ccc3c(c2)OCO3)s1
    -0.6	-18	0.1	16

More entries.
SMILES	GPR151 ag	TEAD-YAP block	FBW7 activator	MITF primary
CC(NP1(=O)C=C(c2ccccc2)OC(c2ccccc2)=C1)c1ccccc1 (configuration not stated)	1.7	13	0.0	1
COc1ccccc1N1CCN(C2CCCN(S(C)(=O)=O)C2)CC1 (configuration not stated)	4.3	10	0.3	10
COc1ccc(-c2csc3nc(-c4ccccc4C)oc(=O)c23)cc1	1.5	2	0.0	-15
CCOC(=O)c1cccc(C(=O)Nc2ccc(NC(C)=O)cc2)n1	-2.2	6	-0.1	2
COc1ccc(-c2csc3ncc(C(=O)NC(C)C)c(=O)n23)cc1	0.2	-3	0.2	1
O=C(Nc1ccc(F)cc1)c1c(O)c2ccccc2[nH]c1=O	-0.2	-16	-0.1	-11
Cc1cccc(-n2cnc3cc(C(=O)NCc4ccccn4)ccc32)c1	1.2	-19	0.0	8
O=C(Cc1ccccc1)N/N=C/c1ccc(-c2ccc([N+](=O)[O-])cc2)o1	-1.3	9	-0.1	13
COc1ccc(Cl)cc1NC(=O)CCCOc1ccccc1	0.9	1	-0.1	21
Cc1cc(O)ccc1NC(=S)NC(=O)c1cncc(Br)c1	0.7	2	-0.1	3
O=C(O)c1cc(NC(=O)c2cccc(Br)c2)cc(C(=O)O)c1	1.1	1	-0.2	-4
O=C(Nc1ccccc1)N(O)c1ccccc1	-1.5	-21	-0.1	-1
CCN(Cc1ccccc1)C(=O)C(C)Nc1ccc2c(c1)OCCO2 (configuration not stated)	0.3	-8	-0.2	-7
Cc1ccc(-c2ccc(/C=C(\C#N)c3nn(CCO)c(N)c3C#N)o2)cc1Cl	-1.7	-10	0.2	20
CCCCN1C(=O)/C(=C\C(=O)NC(N)=O)c2ccccc21	0.0	3	0.1	5
COc1ccc2nc3sc(C(=O)N4CCN(c5ccc(F)cc5)CC4)c(N)c3cc2c1	-1.1	5	-0.1	10
CCN1CCN(CCCOc2ccc(OCc3ccccc3)cc2)CC1	-0.2	-13	-0.4	34
Cc1cccnc1-c1ncn(-c2ccc(Nc3nccc(-c4cc(F)cc(N5CCOCC5)c4)n3)cc2)n1	-0.3	19	-0.1	-19
Cc1cc(-c2cnc(N3CCOCC3)nc2C2CCN(Cc3cccnc3)CC2)on1	0.6	3	-0.1	-2
CCOC(=O)/C=C1\NC(C)(C)Cc2cc3c(cc21)OCCO3	-1.4	0	0.4	8
Cc1nnc2sc(SCC(=O)Nc3ccc4c(c3)OCO4)nn2c1=O	-1.7	3	-1.7	7
FC(F)(F)c1cccc(CNc2cc(Oc3ccccc3)ncn2)c1	-0.3	6	-0.1	7
O=C(O)c1cccc(S(=O)(=O)Nc2ccc3[nH]c(=O)[nH]c3c2)c1	1.4	11	1.2	-34
CCN(CC)c1nc(NCCN(C(C)C)C(C)C)nc(N2CCOCC2)n1	0.6	-2	-0.1	5
CC(C)C(NC1C=CS(=O)(=O)C1)C(=O)O (configuration not stated)	1.1	-1	-0.1	-13
Cc1sc2ncnc(N3CCC(C(=O)O)CC3)c2c1C	0.1	2	-0.1	3
C=CCn1c(SCC(=O)c2ccc(Cl)c(Cl)c2)nc2sc3c(c2c1=O)CCCC3	0.5	-5	-0.1	2
Cc1cccc(NS(=O)(=O)c2ccc(C)c(C(=O)Nc3ccccc3C(N)=O)c2)c1	0.7	7	0.1	2
CC(=O)Nc1ccc(C(=O)c2ccccc2)cc1	-1.2	-13	0.0	21
CCN(CC)S(=O)(=O)c1ccc(C(=O)Nc2c3c(nn2-c2ccc(C)cc2)CSC3)cc1	0.2	4	0.2	11
O=C(Nc1c2c(nn1-c1ccc(F)cc1)CS(=O)(=O)C2)c1ccc(S(=O)(=O)N2CCOCC2)cc1	-0.8	4	-0.2	3
CC(=O)OC(C(Br)C(=O)c1ccc([N+](=O)[O-])cc1)C(Cl)(Cl)Cl (configuration not stated)	1.7	6	0.1	13
Cc1c(N=C2c3ccccc3-c3ccccc32)c(=O)n(-c2ccccc2)n1C	-0.9	-1	-0.1	-3
Cc1ccccc1OCC(=O)Oc1ccccc1[N+](=O)[O-]	1.1	-1	-0.1	-3
COc1ccc(NC(=O)c2ccc3c(=O)n(-c4cc(OC)ccc4OC)c(=S)[nH]c3c2)cc1	0.4	-2	-0.1	-8
COc1ccccc1C(=O)OCCN1CCOCC1	2.2	0	-0.1	1
COc1ccc(SCCCC(=O)N2CC(=O)Nc3ccccc32)cc1	2.3	11	0.0	-12
COc1ccc(-c2nc(N3CCCCC3)nc3nn4c(C)cc(C)nc4c23)cc1	0.5	7	0.2	3
COc1ccc(-n2nc3c(c2NC(=O)C(C)Oc2ccccc2)CS(=O)(=O)C3)cc1 (configuration not stated)	0.7	-1	0.1	8
CCCOc1ccc(C2C(C#N)=C(N)Oc3n[nH]c(C)c32)cc1OCC (configuration not stated)	0.4	11	0.0	-5
Cc1ccc(NC(=O)CSc2nc3nc(C)c(Cc4ccccc4F)c(C)n3n2)cc1C	-0.9	24	0.1	5
Fc1cccc(CN2CCN(c3nc4nonc4nc3NC3CC3)CC2)c1	3.1	-6	0.5	14
CCC(=O)N1N=C(c2cccs2)CC1c1ccc(F)cc1 (configuration not stated)	0.4	9	0.1	19
CC(C)NC(=O)COC(=O)c1ccc(Cl)c([N+](=O)[O-])c1	1.4	0	0.0	-2
CCN1C(=O)N[C@@H](CCc2ccccc2)C(C(C)=O)=C1C	0.7	nt	-0.1	-11
CN(CC(=O)O)C1=N/C(=C/C=C/c2ccccc2)C(=O)N1	1.4	-5	-0.1	3
CC1=NN(c2cc(Cl)ccc2Cl)C(=O)/C1=C\c1ccccc1	1.7	0	-0.3	3
Cc1cccc(NC(=O)CC2S/C(=N\N=C\c3cccs3)NC2=O)c1C (configuration not stated)	2.2	2	0.1	8
O=C1CC(c2ccccc2)CC2=C1C(c1cccc(C(F)(F)F)c1)Nc1ccccc1N2 (configuration not stated)	-1.3	9	0.4	19
COc1ccc(C(=O)OCC(=O)c2ccc3ccccc3c2)cc1	0.4	-2	0.0	-7
COc1ccc(NC(=O)CSc2nc3ccccc3o2)c(OC)c1	-0.1	16	0.0	-1
CC(=O)c1ccc(C(=O)NCC2Cc3cc(-c4nc(C)cnc4C)ccc3O2)s1 (configuration not stated)	1.7	9	0.0	7
O/N=C(\c1ccc2c(c1)OCCO2)C1CCCCC1	-1.3	-9	-0.3	-7
